CXCR6 inh: CXCR6 receptor inhibitors, primary screen, cell-based, beta-arrestin, luminescence, CHO-K1 PathHunter, 1536-well; inhibition, % at 20 µM; 360,000 compounds, 0.36% hits; AID 602244, 2012; in the data active = inhibition above about 34%, passing the limit was not always enough;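 note: antagonist mode with CXCL16 agonist at 10 nM final; 0% = 10 nM CXCL16 with DMSO and 100% = unstimulated wells without agonist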
Target sequence (O00574 whole entry, looked up): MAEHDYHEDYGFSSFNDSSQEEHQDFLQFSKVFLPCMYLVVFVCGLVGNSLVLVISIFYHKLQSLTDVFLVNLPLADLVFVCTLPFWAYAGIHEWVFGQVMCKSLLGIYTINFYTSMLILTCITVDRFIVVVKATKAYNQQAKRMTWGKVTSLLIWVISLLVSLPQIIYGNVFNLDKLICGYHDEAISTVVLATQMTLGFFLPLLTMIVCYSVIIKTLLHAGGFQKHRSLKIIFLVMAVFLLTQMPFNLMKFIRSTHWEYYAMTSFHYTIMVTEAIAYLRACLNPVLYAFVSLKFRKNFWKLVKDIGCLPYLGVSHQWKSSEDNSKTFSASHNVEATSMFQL
MPTP inh: mitochondrial permeability transition pore inhibitors, primary screen, biochemical, isolated mouse mitochondria, absorbance; Ca2+ swelling absorbance, 30 min; inhibition, % at 10 µM; 360,000 compounds, 1.4% hits;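 active = inhibition of 50% or more, scaled per plate between neutral and stimulator controls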;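 note: 0% = DMSO wells given calcium and 100% = 1 mM EGTA wells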
A3G deaminase: APOBEC3G DNA deaminase inhibitors, primary screen, biochemical, fluorescence, single-stranded DNA substrate, uHTS. recombinant A3G, ssDNA deamination FAM/TAMRA fluorescence. inhibition, % at 20 µM. 330,000 compounds, 0.28% hits. AID 493012, 2011;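 active = inhibition of at least 40% at 20 µM, with no more than 30% in the related APOBEC3A deaminase screen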;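 note: plate controls were DMSO wells with A3G for no effect and wells lacking A3G enzyme for full effect; some compounds called inactive have numbers as strong as hits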
CCR6 antagonist: CCR6 receptor antagonists, primary screen, cell-based, CHO-K1, luminescence, beta-arrestin, uHTS. C-C chemokine receptor type 6 (Homo sapiens), P51684. CHO-K1 CCR6 PathHunter beta-arrestin, CCL20-stimulated. inhibition, % at 20 µM. 340,000 compounds, 0.49% hits;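 active = compounds whose inhibition of the agonist-driven luminescence signal at 20 µM reaches about 50%, limit read from the data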;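 note: cells stimulated with CCL20 at 14 nM final; plate controls were DMSO with CCL20 for no effect and DMSO without agonist for full effect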
Target sequence (P51684 whole entry, looked up): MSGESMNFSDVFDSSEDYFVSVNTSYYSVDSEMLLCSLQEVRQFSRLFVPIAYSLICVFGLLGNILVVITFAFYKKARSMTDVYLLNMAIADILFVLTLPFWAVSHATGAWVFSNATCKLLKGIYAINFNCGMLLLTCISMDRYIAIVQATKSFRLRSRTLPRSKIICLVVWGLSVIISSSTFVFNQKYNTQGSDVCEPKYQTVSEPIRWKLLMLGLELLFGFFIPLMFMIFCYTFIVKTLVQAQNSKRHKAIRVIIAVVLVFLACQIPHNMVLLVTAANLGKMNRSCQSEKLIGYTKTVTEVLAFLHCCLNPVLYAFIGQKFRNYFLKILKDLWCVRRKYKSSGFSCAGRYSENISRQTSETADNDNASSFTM
Gli-Sufu block: Gli-Sufu pathway antagonists, primary screen, luciferase luminescence, Sufu-KO-LIGHT cells, uHTS. 340,000 compounds, 0.74% hits. Sufu-KO-LIGHT fibroblasts, Gli luciferase reporter luminescence. inhibition, % at 5 µM;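 active = inhibition above about 55%, limit read from the data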;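 note: 0% = DMSO-treated cells and 100% = wells with medium but no cells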
APOBEC3A inh: APOBEC3A ssDNA deaminase inhibitors, primary screen, selectivity assay for APOBEC3G inhibitor project, biochemical, FAM/TAMRA oligo cleavage fluorescence; DNA dC->dU-editing enzyme APOBEC-3A (Homo sapiens), P31941; recombinant A3A, FAM/TAMRA ssDNA deamination fluorescence; inhibition, % at 20 µM; 330,000 compounds, 0.41% hits;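 active = at least 40% inhibition at 20 µM here, with at most 30% in a related deaminase screen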;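 note: plate controls were A3A with DMSO for no effect and wells lacking A3A enzyme for full effect; some results filed as inactive read as strong as hits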
Target sequence (P31941 whole entry, looked up): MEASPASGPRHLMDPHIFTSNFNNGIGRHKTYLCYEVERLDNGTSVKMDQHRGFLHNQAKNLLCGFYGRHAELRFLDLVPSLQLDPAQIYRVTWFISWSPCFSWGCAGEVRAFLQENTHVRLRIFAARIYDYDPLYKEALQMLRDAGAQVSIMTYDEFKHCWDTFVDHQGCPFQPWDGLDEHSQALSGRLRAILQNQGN
EBI2 block: EBI2 receptor antagonists, beta-arrestin recruitment, primary screen, cell-based, luminescence, 7a,25-OHC stimulation, uHTS | G-protein coupled receptor 183 (Homo sapiens), P32249 | 7a,25-OHC stimulated | inhibition, % at 5 µM | 360,000 compounds, 0.81% hits | AID 651636, 2012; in the data active = inhibition above about 38%;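 note: enzyme fragment complementation signal reports receptor beta-arrestin coupling in cells; 0% = agonist plus DMSO wells and 100% = wells without agonist; some results beyond the cut were filed as inactive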
NR3A LBD binder: binders of NR3A ligand-binding domain, primary screen, biophysical, differential scanning fluorimetry, uHTS | NR3A LBD differential scanning fluorimetry, Tm shift; 0% = protein alone, 100% = glycine-bound protein | Tm shift relative to glycine control, % at 25 µM | 340,000 compounds, 2.5% hits;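 active = melting temperature shift of at least 10% of the positive control shift, at one fixed dose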
Active calls of the source: *; / = no result given.

SMILES	CXCR6 inh	MPTP inh	A3G deaminase	CCR6 antagonist	Gli-Sufu block	APOBEC3A inh	EBI2 block	NR3A LBD binder
CC1CCCN(CCCNC(=O)CN2C(=O)COc3ccc(S(=O)(=O)N4CCOCC4)cc32)C1 (centres undefined)	-7	0.0	-5	7	7	-5	0	2
O=C1NC(=S)SC1=C1CCCC1	26	-1.0	21	28	-15	62*	-3	1
Cc1cccc(N2CC(C(=O)NC3CCCCCC3)CC2=O)c1C (centres undefined)	5	-2.7	-6	6	13	-2	-6	-1
CCOc1ccc(NC(=O)CNC(=O)c2cn(-c3ccccc3OC)c(=O)c3ccccc23)cc1	-8	0.3	-3	7	9	-1	-13	-1
CCCCCCOc1ccc(OCC(O)CN2C(=O)NC(C)(C)C2=O)cc1 (centres undefined)	-8	0.6	-2	-4	-37	1	6	14*
C=CCn1c(Cc2cccs2)nnc1SCC(=O)NC1CC1	-8	0.0	-8	-24	8	-2	-8	2
Cc1cc(SCC(=O)N/N=C/c2ccc(O)c(O)c2O)c(C)cc1Br	-8	92*	20	13	16	39	-5	25*
O=C(OCc1nc2ccccc2[n+]([O-])c1C(=O)c1ccccc1)c1cccnc1	-5	0.0	-8	2	-6	-5	0	4
O=C(NCc1cccc(C(F)(F)F)c1)c1ccc2c(c1)OCCO2	-4	0.3	-6	19	12	-1	5	0
O=C(COC(=O)c1nc(Cl)ccc1Cl)Nc1ccccc1OC(F)F	-3	-0.2	-7	14	0	4	2	2
COc1ccc(OCC(=O)Nn2c(-c3ccc(OC)cc3)nc3ccccc3c2=O)cc1	0	0.7	3	-2	4	2	-17	2
CCn1cc(CNC(=O)c2ccc3nc(Cc4ccccc4F)oc3c2)cn1	-4	23	-1	9	13	-1	4	0
Cc1cccc(CNC(=O)Cn2ccc3cc(S(=O)(=O)N4CCCCCC4)ccc32)c1	0	0.4	2	4	10	3	-3	-9
Cc1ccc(-c2cc(C(=O)N3CC(C)CC(C)C3)c3ccccc3n2)o1 (centres undefined)	2	-1.5	6	31	14	15	3	1
c1ccc(-c2nnn(C34CC5CC(CC(C5)C3)C4)n2)cc1	-6	-0.1	-9	19	11	-4	-9	0
CCC1=C(OC(=O)N(CC)CC)N2C(=O)OC(=NCC(=O)OC)[C@]2(C)[C@H]2C1=CC[C@H]1C(=O)N(CC)C(=O)[C@H]12	-4	0.4	-8	-13	-7	-4	-13	-2
Cc1nnc(N/N=C/c2ccccc2F)n1N	-18	1.3	-8	5	2	-4	-8	2
O=C(O)Cc1ccc(-n2cccc2)cc1	1	-0.1	47	16	24	67	-2	-2
COCCn1nnnc1C(c1ccc(OC)c(OC)c1)N1CCc2ccccc21 (centres undefined)	-4	2.1	-3	-1	24	0	-13	2
Cc1ccccc1NC(=S)N(CCN1CCCCC1)Cc1ccco1	6	-2.1	-6	-6	22	-9	-3	-1
O=C(CCCN1C(=O)C(c2ccccc2)Oc2cccnc21)NCc1ccc(F)cc1 (centres undefined)	10	-2.2	6	20	-5	-1	2	0
CC1CN(C(=O)CCCN2C(=O)c3ccccc3C2=O)CC(C)O1 (centres undefined)	5	-0.1	-4	15	48	0	7	-1
COc1ccc(CC2(CO)CCN(Cc3ccc4c(c3)CCO4)CC2)cc1	-2	-0.7	-8	-7	29	0	3	-1
c1ccc(Nc2nc(-c3cccnc3)cs2)nc1	-5	-0.5	-2	10	-137	-1	0	34*
COC(=O)c1cc2c(ccn2-c2ccc(F)cc2)n1Cc1ccc(OC(C)=O)cc1	-7	0.0	-7	-13	-21	27	19	5
CCN(CC)CCCN1C(=O)C(O)=C(C(=O)c2cc3ccccc3o2)C1c1ccccn1 (centres undefined)	4	3.0	-1	-9	-3	-2	-4	1
Fc1cnc(N2CCc3ccccc32)nc1N1CCc2ccccc21	-7	-0.9	-7	-4	-55	-3	24	0
C/C(=N\NC(=O)Cc1ccc(F)cc1)c1ccc(O)cc1	-4	1.9	-6	7	10	-3	0	0
CCc1ccc(Oc2cc(Cl)nc(N)n2)cc1	8	0.6	-6	0	-38	-4	6	-1
CCCCCn1c(NC2CCCCC2)nc2c1c(=O)[nH]c(=O)n2C	5	0.4	-6	11	12	-7	3	0
COc1cc(NC(=O)c2ccc(Br)o2)ccc1NC(=O)C(C)C	-8	-3.2	2	9	8	5	-1	0
Cc1ccc(S(=O)(=O)N2CCC(C(=O)OCC(=O)N(Cc3ccccc3)C(C)(C)C)CC2)cc1C	7	0.2	8	6	-6	-3	14	0
CC(C)c1nc(SCC(=O)c2c[nH]c3ccccc23)n[nH]1	-3	0.9	-8	-1	0	-1	3	-9
O=C1NC(=NCc2ccccc2)S/C1=C/c1ccc(O)cc1	9	-1.4	-6	27	10	1	13	-19
CC(OC(=O)c1cccc(-n2cnnn2)c1)C(=O)Nc1ccc(F)c(F)c1F (centres undefined)	2	-0.1	/	18	0	/	4	1
CS(=O)(=O)N1CCCC(C(=O)Nc2ccccc2)C1 (centres undefined)	-17	-0.1	1	13	6	0	16	1
Cc1cccc(OCC(=O)N2CCC(N3CCOCC3)CC2)c1	-2	-1.7	-1	-27	-1	0	-4	1
Nc1nc(-c2ccc(Cl)cc2Cl)cn1N	-10	-1.2	0	5	3	-1	9	-3
CC(C)[C@H](NC(N)=O)C(=O)Nc1ccc(Oc2ccccc2)cc1	1	-0.9	-4	0	1	11	-9	-1
CC(C)(C)NC(=O)NC(=O)CN1CCCc2ccccc21	-1	0.2	-3	-11	-2	-7	-6	0
Cc1ccc(CNC(=O)c2ccc(S(=O)(=O)N3CCCCC3)cc2)cc1	-2	1.0	-13	7	-7	-1	64*	1
CCN(C(=O)COC(=O)CCC(=O)c1ccc(Cl)cc1)c1c(N)n(Cc2ccccc2)c(=O)[nH]c1=O	-2	-0.9	/	-9	-3	/	6	-2
CCn1c(SCc2cccc(C)c2)nnc1-c1ccccc1	0	-0.5	-4	1	-2	-5	2	-1
CN(C)CCCN(C(=O)c1ccc(S(=O)(=O)N2CCCC2)cc1)c1nc2ccc(Br)cc2s1	1	1.4	6	-10	34	3	-7	1
CCOC(=O)c1ccc(NC(=O)c2c(N)n(C)c(=O)n(C)c2=O)cc1	11	-1.0	-11	7	-1	0	5	1
Cc1ccc(C(=O)CSc2nnc(COc3cccc(C)c3)o2)cc1	-5	5.2	0	-16	6	-2	6	3
CCOc1cc2[nH]c(=O)n(Cc3ccc(C(=O)NCCOC)cc3)c(=O)c2cc1OCC	-6	1.3	-7	0	/	-1	-3	-1
Cc1ccc(NS(=O)(=O)c2ccc(OCC(=O)NCc3ccncc3)cc2)cc1	-15	0.5	0	3	15	6	-10	0
COc1ccc(N2CCN(C(CNC(=O)C(=O)NCCc3c[nH]c4ccccc34)c3ccco3)CC2)cc1 (centres undefined)	10	-0.3	-6	1	9	3	49*	-14
COCCn1c(=NC(=O)CCS(=O)(=O)c2ccccc2)sc2c(OC)ccc(OC)c21	-1	-1.2	-9	-6	10	-2	5	3
COc1ccc(Cc2noc(-c3ccc(C)cc3)n2)cc1	4	2.2	-6	14	-20	-3	12	1
CCC(C)(C)C1CCC2(CC1)NC(=O)N(CC(=O)N(C)Cc1ccc3c(c1)OCCO3)C2=O (centres undefined)	-8	0.4	-3	2	10	-4	8	1
CC1CC(C)CN(S(=O)(=O)c2ccc(Cl)cc2)C1 (centres undefined)	-2	0.4	-6	21	-32	-5	12	-2
Cc1nc2scc(C)n2c(=O)c1S(=O)(=O)N1CCN(c2ccc([N+](=O)[O-])cc2)CC1	13	-0.5	-3	-1	7	-3	3	2
CC(C)NC(=O)CSc1nnc(-c2ccc3ncccc3c2)n1C	-2	-1.7	-3	-18	11	3	-15	1
COc1ccc(N(Cc2ccccc2)S(=O)(=O)c2ccc(C)cc2)cc1	8	-0.1	0	20	7	2	9	1
Cc1ccc(CCN2CC(C(=O)NCCCN3CCOCC3)CC2=O)cc1 (centres undefined)	-5	-4.0	-1	14	3	5	-1	2
CCOC(=O)/C(C#N)=C/c1cn(CCC(=O)O)nc1-c1ccc(Br)cc1	-9	0.5	-5	8	0	2	-6	1
CN(C)S(=O)(=O)c1ccc(N2CCCC2)c(C(=O)N2CCC(C(N)=O)CC2)c1	-11	-1.2	-6	7	-9	1	5	-1
CCO/N=C(\N)c1[nH]ncc1Br	-1	-0.2	-10	-3	0	-2	-6	1

Other records.
SMILES	CXCR6 inh	MPTP inh	A3G deaminase	CCR6 antagonist	Gli-Sufu block	APOBEC3A inh	EBI2 block	NR3A LBD binder
COCCCNC(=O)CC(=O)N/N=C\c1ccc(SC)cc1	-2	-0.8	-2	16	-9	-2	4	0
CCN(CC)Cc1c(-c2ccccc2)[nH]c2ccc(C)cc2c1=O	4	1.2	-7	-5	8	-1	0	3
CSc1ncc2[nH]c(C(O)c3ccccc3)nc2n1 (centres undefined)	-5	-1.2	/	-2	3	/	-12	2
CCOC(=O)c1cn(CC(=O)Nc2ccc(CC)cc2)nn1	2	0.9	-3	8	1	-2	-12	-2

Sorted by SMILES length (largest number first): some entries from above.
SMILES	CXCR6 inh	MPTP inh	A3G deaminase	CCR6 antagonist	Gli-Sufu block	APOBEC3A inh	EBI2 block	NR3A LBD binder
COc1ccc(N2CCN(C(CNC(=O)C(=O)NCCc3c[nH]c4ccccc34)c3ccco3)CC2)cc1 (centres undefined)	10	-0.3	-6	1	9	3	49*	-14
Cc1nc2scc(C)n2c(=O)c1S(=O)(=O)N1CCN(c2ccc([N+](=O)[O-])cc2)CC1	13	-0.5	-3	-1	7	-3	3	2
CCC(C)(C)C1CCC2(CC1)NC(=O)N(CC(=O)N(C)Cc1ccc3c(c1)OCCO3)C2=O (centres undefined)	-8	0.4	-3	2	10	-4	8	1
CCOc1cc2[nH]c(=O)n(Cc3ccc(C(=O)NCCOC)cc3)c(=O)c2cc1OCC	-6	1.3	-7	0	/	-1	-3	-1
COCCn1c(=NC(=O)CCS(=O)(=O)c2ccccc2)sc2c(OC)ccc(OC)c21	-1	-1.2	-9	-6	10	-2	5	3
Cc1ccc(NS(=O)(=O)c2ccc(OCC(=O)NCc3ccncc3)cc2)cc1	-15	0.5	0	3	15	6	-10	0
COc1ccc(N(Cc2ccccc2)S(=O)(=O)c2ccc(C)cc2)cc1	8	-0.1	0	20	7	2	9	1
Cc1ccc(CCN2CC(C(=O)NCCCN3CCOCC3)CC2=O)cc1 (centres undefined)	-5	-4.0	-1	14	3	5	-1	2
CC(C)NC(=O)CSc1nnc(-c2ccc3ncccc3c2)n1C	-2	-1.7	-3	-18	11	3	-15	1
CCOC(=O)c1cn(CC(=O)Nc2ccc(CC)cc2)nn1	2	0.9	-3	8	1	-2	-12	-2
COCCCNC(=O)CC(=O)N/N=C\c1ccc(SC)cc1	-2	-0.8	-2	16	-9	-2	4	0
COc1ccc(Cc2noc(-c3ccc(C)cc3)n2)cc1	4	2.2	-6	14	-20	-3	12	1
CSc1ncc2[nH]c(C(O)c3ccccc3)nc2n1 (centres undefined)	-5	-1.2	/	-2	3	/	-12	2
CCO/N=C(\N)c1[nH]ncc1Br	-1	-0.2	-10	-3	0	-2	-6	1
